# Assay outcomes deposited in PubChem by National Center for Advancing Translational Sciences (NCATS).
# Abeta yeast res: qHTS for compounds that reverse cellular toxicity of Amyloid beta (A-beta) peptide in yeast: Primary Screen; yeast expressing A-beta42, growth rescue, OD600, 48 h; response scale: 0% DMSO, 100% iron-clioquinol control; Potency, µM (top dose mostly 46.1 µM), without a hit: at the top dose growth rescue, most hits filed as activators; 0.063% of 410,000 active; AID 1347071, 2019; note: potency is the fitted concentration of half-maximal effect; nearly all actives have a fitted effect of over 55% in size
#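 Yeast growth medium received pinned compounds, then yeast cells expressing toxic A-beta were added; plates incubated at 30 C for 48 hr. Growth read as absorbance at 600 nm, normalized to DMSO and equimolar FeCl3 plus clioquinol controls.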
# PLK1 PBD block: qHTS for Inhibitors of PLK1-PDB (polo-like kinase 1 - polo-box domain): Primary Screen | Serine/threonine-protein kinase PLK1 (Homo sapiens), P53350 | Plk1 PBD binding of FITC phosphopeptide, fluorescence polarization | Potency, µM, for inactives: max response, negative = inhibition, actives largely listed as inhibitors | 2.8% of 360,000 active; note: potency is the fitted concentration of half-maximal effect; series mostly up to about 57 µM; % is set by controls: 0 for no effect and ±100 for the full control effect; nearly all actives have a fitted effect of over 65% in size
# PI5P4K alpha inh: qHTS for Inhibitors of phosphatidylinositol 5-phosphate 4-kinase (PI5P4K); AID 652105, 2013; PI5P4Kalpha enzyme, ADP-Glo luminescence, 60 min; active compounds read low; 1.2% of 330,000 active; max response, %; active = max response of -50% or lower; inconclusive = between -30% and -50%; inactive = -30% or higher; note: value at the top dose of about 77 µM; % is set by controls: 0 for no effect and ±100 for the full control effect
#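 PI5P4Kalpha ADP-Glo assay; 5 microM ATP final; 60 min RT reaction; HEPES pH 7.4/EGTA/CHAPS, 5% DMSO; controls lacking substrate or enzyme; luminescent end-point.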
# aSyn yeast inh: qHTS of alpha-syn Inhibitors; Yeast expressing alpha-synuclein, growth rescue, BacTiter-Glo, 24 h; Potency, µM (titrated, usually from 46.1 µM), for the others: at the top dose growth rescue (activation), most hits filed as activators; 0.14% of 370,000 active; note: potency is the fitted concentration of half-maximal effect; % of control where 0% means no effect; nearly all actives have a fitted effect of over 65% in size
#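 Galactose-induced alpha-syn yeast (OD600=0.02, raffinose-pregrown) + pinned cpd, 24 hr, 30 deg C; growth by BacTiter-Glo luminescence. Growth restoration scores as activation.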
# EPAC1 agonist: qHTS for Agonist of cAMP-regulated guanine nucleotide exchange factor 3 (EPAC1): primary screen | Rap guanine nucleotide exchange factor 3 (Homo sapiens), O95398 | EPAC1 agonist qHTS, biochemical assay; response scale: 100% = response to 6.5 mM cAMP | Potency, µM (titrated, usually from 154 µM), for inactives: top-dose activation, usual class: activators | 0.073% of 360,000 active; note: potency is the fitted concentration of half-maximal effect; nearly all actives have a fitted effect of over 60% in size
# Target sequence (O95398 whole entry, looked up): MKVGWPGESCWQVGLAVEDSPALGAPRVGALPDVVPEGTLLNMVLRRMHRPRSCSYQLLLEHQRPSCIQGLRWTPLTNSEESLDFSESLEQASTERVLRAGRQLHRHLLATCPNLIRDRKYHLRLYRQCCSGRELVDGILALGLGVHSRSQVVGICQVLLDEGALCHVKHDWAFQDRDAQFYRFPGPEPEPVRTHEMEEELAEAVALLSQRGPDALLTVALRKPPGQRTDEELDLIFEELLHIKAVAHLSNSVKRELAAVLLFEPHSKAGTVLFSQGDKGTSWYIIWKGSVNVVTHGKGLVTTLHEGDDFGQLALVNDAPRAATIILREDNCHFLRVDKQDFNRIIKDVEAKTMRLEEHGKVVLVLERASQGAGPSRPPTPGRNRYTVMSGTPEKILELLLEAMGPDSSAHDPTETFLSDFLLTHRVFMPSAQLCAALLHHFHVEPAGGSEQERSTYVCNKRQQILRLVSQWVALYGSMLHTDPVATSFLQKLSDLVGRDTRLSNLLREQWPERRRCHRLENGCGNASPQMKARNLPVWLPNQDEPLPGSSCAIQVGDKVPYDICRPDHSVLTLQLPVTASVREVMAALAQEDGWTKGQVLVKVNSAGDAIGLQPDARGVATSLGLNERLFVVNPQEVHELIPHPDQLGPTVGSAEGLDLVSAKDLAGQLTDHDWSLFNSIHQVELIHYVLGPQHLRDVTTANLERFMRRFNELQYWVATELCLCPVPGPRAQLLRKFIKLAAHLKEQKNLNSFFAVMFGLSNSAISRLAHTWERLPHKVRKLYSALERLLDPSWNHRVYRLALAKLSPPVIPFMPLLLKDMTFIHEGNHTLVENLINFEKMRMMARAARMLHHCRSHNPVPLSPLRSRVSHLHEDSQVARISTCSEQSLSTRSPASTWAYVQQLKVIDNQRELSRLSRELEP
#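 Multi-concentration qHTS readout: loss of Rap1B-bound BODIPY-GDP fluorescence driven by 100 nM EPAC1 with excess GDP (50 uM), monitored kinetically at room temperature; agonist response expressed relative to 6.5 mM cAMP.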
# EPAC1 antag: qHTS for Antagonist of cAMP-regulated guanine nucleotide exchange factor 3 (EPAC1): primary screen; Rap guanine nucleotide exchange factor 3 (Homo sapiens), O95398; EPAC1 GEF assay, Rap1b-BODIPY-GDP exchange fluorescence; Potency, µM (highest dose often 115 µM), for the others: at the top dose activity change, negative = inhibition, most hits filed as inhibitors; 0.14% of 360,000 active; AID 720709, 2013;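 note: potency is the fitted concentration of half-maximal effect; plate controls were vehicle for no effect and positive control for full effect; nearly all actives have a fitted effect of over 50% in size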
# WRN helicase inh: qHTS for Inhibitors of WRN Helicase. Bifunctional 3'-5' exonuclease/ATP-dependent helicase WRN (Homo sapiens), Q14191. WRN helicase unwinding, fluorescent forked duplex, kinetic. Potency, µM (doses to about 114 µM), inactives show at the top dose activity change, negative = inhibition, most hits filed as inhibitors. 0.46% of 360,000 active. AID 651768, 2012; note: potency is the fitted concentration of half-maximal effect; % is set by controls: 0 for no effect and ±100 for the full control effect; nearly all actives have a fitted effect of over 55% in size
#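 Kinetic fluorescence helicase assay: unwinding of a quenched forked DNA duplex (100 nM final) with 2 mM ATP final raises red fluorescence (525/598 nm). Compounds sat 15 min at room temperature with 20 nM WRN beforehand.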
# IL2 activator: qHTS of IL-2 Activators. IL-2 activation reporter assay, cell-based qHTS; stimulated with anti-CD3/CD4/CD28 beads; in transgenic mouse T cells. 0.065% of 360,000 active. activation, % (series mostly up to about 46 µM). AID 652025, 2013; in the data active = activation above about 50%; inconclusive = mostly about 30% to 49%; note: 0% is about no effect
#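 First, unstimulated transgenic mouse T cells were exposed to compound for 60 min. Next, anti-CD3/anti-CD4-coated beads with anti-CD28 were added. Finally, after 18 h at 37 degrees C, EGFP and DsRed were imaged.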
# FUS yeast rescue: qHTS for Suppressors of FUS Proteinopathy: Primary screen using FUS-linked yeast assay; S. cerevisiae FUS-expressing, growth rescue, OD600, 24 h; Potency, µM (series often up to 76.6 µM), for the others: at the top dose growth rescue (activation), usual class: activators; 0.24% of 390,000 active; AID 1347120, 2019;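 note: potency is the fitted concentration of half-maximal effect; plate controls were DMSO vehicle for no effect and reference control for full effect; nearly all actives have a fitted effect of over 55% in size; some results filed as inactive show a strong effect at the top dose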
#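 FUS-expressing yeast, raffinose-pregrown, induced in 2% galactose minimal medium at OD 0.005; compounds in a dilution series, 24hr at 30C. Growth restoration read as absorbance at 600 nm. CP55940 positive control, DMSO negative.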
# Numbers without * were called inactive; u = inconclusive; x = no result given; & = joins results of further samples. Unless noted, calls come from the whole dose curve; as a rule, active = well fitted curve in the direction sought with a large enough effect; inconclusive = small, poorly fitted or top-dose-only effect, or another doubt; inactive = no such curve, though single readings can be large; an effect the other way counts as inactive or inconclusive. Rows are unselected; about 4.1% have a hit in one of these screens.
SMILES,Abeta yeast res,PLK1 PBD block,PI5P4K alpha inh,aSyn yeast inh,EPAC1 agonist,EPAC1 antag,WRN helicase inh,IL2 activator,FUS yeast rescue
CCCC1CCC(c2ccc(C(=O)NN)cc2)CC1 (stereo not drawn),-12%,-11%,9,3%,2%,-29%,-24%,0.8,x
CC(C)N1C(=O)S/C(=C/c2ccc3c(c2)n(C)c(=O)n3C)C1=O,11%,-2%,x,1%,1%,-9%,-10%,7.1,2%
CC(C)c1ccccc1NC(=S)N(C)C,-20%,-13%,2,-7%,2%,-16%,4%,-2.9,9%
CCCCCCC/C=N/Nc1nnc(Cc2ccccc2)c(=O)[nH]1,-1%,-5%,2,-6%,8%,-8%,-8%,0.4,30%
Cc1ccc(N(CCC(=O)O)S(=O)(=O)c2ccccc2)cc1,9%,-17%,4,1%,-8%,-16%,3%,0.0,-22%
COc1ccc(CNC(=O)/C=C/c2ccc(S(=O)(=O)N3CCOCC3)cc2)cc1,-19%,-15%,-6,-4%,4%,-26%,11%,0.2,28%
CCOC(=O)C1CCN(c2c([N+](=O)[O-])c(C(Cl)Cl)nn2-c2ccccc2)CC1,-35%,-5%,x,-14%,22%,-2%,-14%,-0.2,7%
COc1cccc(NC(=S)NC2CC3CCCC(C2)N3CC(C)C)c1 (stereo not drawn),8%,-7%,3,-6%,9%,5%,-7%,0.4,-33%
COC(=O)C1=C(C)N=c2s/c(=C/c3ccoc3)c(=O)n2C1c1ccccc1 (stereo not drawn),-22%,-2%,x,-10%,13%,3%,-15%,2.1,u
CCN(CC(=O)NC(C)(C)C)C(=O)c1ccc2c(c1)S(=O)(=O)c1ccccc1C2=O,-11%,-11%,-4,-6%,9%,-10%,2%,0.6,-16%
Cn1c(=O)c2c(nc(CN3CCN(c4cccc(Cl)c4)CC3)n2CCc2ccccc2)n(C)c1=O,15%,-9%,2,-4%,16%,-14%,-29%,0.5,u
CN(CC(=O)NCCc1ccc(F)cc1)CC(=O)Nc1ccc(F)c(F)c1F,-3%,-12%,3,0%,0%,2%,10%,-2.9,-2%
CCOC(=O)c1nnn(-c2nonc2N)c1COc1c(C=O)cccc1OC,18%,-3%,-10,3%,0%,10%,6%,-0.6,-11%
NS(=O)(=O)c1ccc(NC(=S)NC(=O)c2cccs2)cc1,9%,-6%,0,0%,-3%,-8%,-2%,1.6,4%
COc1ccccc1-c1nc2ccccc2c(=O)n1O,-15%,3%,-10,0%,1%,-26%,-6%,-7.7,18%
Cc1cccc(OCC(=O)NCc2nc(-c3ccccc3)no2)c1,-15%,1%,2,-3%,-18%,8%,7%,-0.5,25%
COC(=O)c1ccc(Cl)c(NC(=O)CN(c2ccc3c(c2)OCO3)S(C)(=O)=O)c1,7%,-7%,x,u,0%,9%,-6%,-0.9,0%
O=C(Cc1ccc([N+](=O)[O-])cc1)Oc1ccccc1,11%,-6%,-2,1%,8%,-10%,-8%,-0.5,-19%
O=C(NCc1ccccc1)c1onc(CSc2ccccc2)c1C(=O)NCC1CC1,3%,2%,5,5%,1%,-4%,-8%,-4.8,17%
CCNC(=O)C1(C)CCN(C(=O)c2ccccc2C(F)(F)F)C1 (stereo not drawn),-15%,-9%,-9,-5%,-3%,1%,1%,2.8,-18%
CC1(C(=O)Nc2ccc3c(c2)OCCO3)CN(S(C)(=O)=O)CC(=O)N1CCc1c[nH]c2ccccc12 (stereo not drawn),0%,-13%,-2,-3%,1%,6%,1%,-0.6,21%
Cc1ccc(C)c(NC(=O)CSc2nnc(CNC(=O)c3ccco3)o2)c1,12%,-23%,-9,-1%,2%,-27%,-4%,-2.9,7%
Clc1cccc(N=C2NN=C(c3ccc4c(c3)OCCO4)CS2)c1,1%,u,x,-1%,-4%,14%,-7%,-4.9,19%
Cc1ccc(-n2ncc3c(SCC(=O)NNC(=O)C(C)C)ncnc32)cc1,-8%,-5%,4,-2%,2%,-29%,-5%,0.1,20%
O=C(c1ccccc1NS(=O)(=O)c1ccc(F)cc1)N1CCCC1,2%,2%,x,-5%,-3%,-1%,-3%,-2.9,29%
# (list continues)
SMILES,Abeta yeast res,PLK1 PBD block,PI5P4K alpha inh,aSyn yeast inh,EPAC1 agonist,EPAC1 antag,WRN helicase inh,IL2 activator,FUS yeast rescue
Cc1cc(C)n2nc(SCC(=O)Nc3ccccc3)nc2n1,8%&-18%,-9%,0,1%&-2%,3%,-3%,-7%,-1.0,8%&-2%
O=C1CCC[C@@H]2[C@@H](Cc3ccccc3)[C@H](N3CCN(c4ccccc4)CC3)C[C@@H]3CCN1[C@@H]32,-1%,0%,0,11%,-17%,-12%,8%,0.2,-8%
COc1ccc(NC(=O)CSc2ccc3ccccc3c2)cc1S(=O)(=O)N1CCCCC1,10%,-4%,-7,-6%,4%,-12%,-15%,-2.4,40%
Cc1ccc(O)c(-c2cc(C(F)(F)C(F)F)nc(-c3ccccc3)n2)c1,1%,-10%,4,-1%,6%,-5%,5%,2.2,-29%
O=C(NC1CCSc2ccccc21)c1ccc([N+](=O)[O-])cc1 (stereo not drawn),u,1%,4,0%,-2%,7%,3%,-1.3,-26%
O=C(O[C@@H](C(=O)O)[C@@H](OC(=O)c1ccccc1)C(=O)O)c1ccccc1,-10%,-9%,1,9%,-20%,-2%,-1%,-0.6,-36%
CCCCN(C(=O)c1c(C)noc1C)c1c(N)n(CCCC)c(=O)[nH]c1=O,-1%,-6%,0,7%,2%,-9%,-7%,0.0,8%
O=C(c1ccc(N2CCOCC2)nc1)N1CCCCC1,7%,-1%,x,-12%,1%,10%,-3%,-1.1,-16%
O=C(CSc1cn[nH]n1)Nc1ccc(Cl)cc1Cl,6%,-4%,-1,1%,4%,-3%,1%,-0.2,3%
O=C(O)C1=C[C@@H](c2ccc(F)cc2)C[C@@H](OCCCCO)O1,-6%,-18%,-1,-3%,-5%,-10%,2%,0.3,-17%
O=C(CC1CCC1)Nc1cccc2c([N+](=O)[O-])cccc12,3%,-7%,1,6%,9%,-5%,-2%,-0.4,6%
O=C(NCCCN1CCCC1=O)C1CCN(S(=O)(=O)c2ccccc2)CC1,-5%,-1%,-2,-1%,2%,-5%,-7%,0.1,-24%
O=C(Cc1c[nH]c2ccccc12)N1CCN(c2ccccc2)CC1,8%,-5%,1,17%,16%,-26%,1%,-0.3,0%
CCOC(=O)c1c(NC(=O)CN2CCN(c3cccc(Cl)c3)CC2)sc(C)c1C,11%,-15%,1,u,4%,-13%,0%,1.7,-21%
CCSc1nc2ccccc2n1CC(=O)N1CCCCC1,3%,-1%,4,2%,0%,0%,-8%,0.9,-10%
CC(C)[C@H](NC(=O)c1ccccc1)C(=O)OCC(=O)c1ccccc1F,12%,-8%,1,-3%,-4%,-27%,-7%,0.2,15%
CCC(=O)N1CCc2cc(S(=O)(=O)NCCC(=O)NCc3ccc(F)cc3)ccc21,6%,-7%,2,-4%,-4%,-11%,-8%,-2.3,19%
Cc1occc1C(=O)N=Nc1c(O)n(C)c2ccccc12,17%,-12%,7,-6%,-6%,-7%,-20%,0.1,x
COc1ccc2nc(COC(=O)c3cccc([N+](=O)[O-])c3)c(C(C)=O)[n+]([O-])c2c1,-2%,-12%,-8,1%,-7%,10%,-7%,-0.1,21%
COc1cc(NC(=O)NC2Cc3ccccc3C2)cc(OC)c1,-8%,-9%,3,1%,-6%,-15%,-5%,0.7,-22%
Cc1nc2c(o1)CCc1ccccc1C2N1CCN(C)CC1 (stereo not drawn),2%&-13%&-3%,1%&-6%&-20%,8&-10,3%&-2%&1%,-6%&8%&-17%,-16%&4%&0%,-15%&-8%&-3%,-0.2&-2.7&1.1,-11%&-2%&18%

# Some of the entries so far, with bars between the fields.
SMILES | Abeta yeast res | PLK1 PBD block | PI5P4K alpha inh | aSyn yeast inh | EPAC1 agonist | EPAC1 antag | WRN helicase inh | IL2 activator | FUS yeast rescue
COc1ccccc1-c1nc2ccccc2c(=O)n1O | -15% | 3% | -10 | 0% | 1% | -26% | -6% | -7.7 | 18%
Cc1cccc(OCC(=O)NCc2nc(-c3ccccc3)no2)c1 | -15% | 1% | 2 | -3% | -18% | 8% | 7% | -0.5 | 25%
COC(=O)c1ccc(Cl)c(NC(=O)CN(c2ccc3c(c2)OCO3)S(C)(=O)=O)c1 | 7% | -7% | x | u | 0% | 9% | -6% | -0.9 | 0%
O=C(Cc1ccc([N+](=O)[O-])cc1)Oc1ccccc1 | 11% | -6% | -2 | 1% | 8% | -10% | -8% | -0.5 | -19%

# In the list so far, these have a COOH group:
SMILES,Abeta yeast res,PLK1 PBD block,PI5P4K alpha inh,aSyn yeast inh,EPAC1 agonist,EPAC1 antag,WRN helicase inh,IL2 activator,FUS yeast rescue
Cc1ccc(N(CCC(=O)O)S(=O)(=O)c2ccccc2)cc1,9%,-17%,4,1%,-8%,-16%,3%,0.0,-22%
O=C(O[C@@H](C(=O)O)[C@@H](OC(=O)c1ccccc1)C(=O)O)c1ccccc1,-10%,-9%,1,9%,-20%,-2%,-1%,-0.6,-36%
O=C(O)C1=C[C@@H](c2ccc(F)cc2)C[C@@H](OCCCCO)O1,-6%,-18%,-1,-3%,-5%,-10%,2%,0.3,-17%
